HT1080 viability = cytotoxicity in HT1080 fibrosarcoma cells, cell-based, fluorescence readout (AID 620); HT1080 viability, fluorescence; higher % means a stronger effect; hit rate 0.42% among 87,000; cytotoxicity, % at 10 µM; hits with a dose series show EC50 in µM; in the data active = cytotoxicity above about 50%;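 also: cells exposed to compound overnight then 4 h with Alamar Blue; 0% = vehicle DMSO and 100% = killing control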
Numbers without * were called inactive. Some of the compounds tested (hit frequency here may not be typical).

SMILES | HT1080 viability
COC(=O)[C@@]1(Cc2ccccc2)C=C[C@@H](C)N1C | -7%
CCOC(=O)c1c(C)[nH]c(C)c1C(=O)COC(=O)c1ccc(S(=O)(=O)N(CC)CC)cc1 | 22%
COc1ccccc1N1CCN(c2nnc(-c3ccc(F)cc3)c3ccccc23)CC1 | -3%
COc1cc(/C=C/C(=O)N(C)c2ccccc2C(=O)O)cc(OC)c1OC | -1%
CC(=O)NCCCc1nc2ccccc2n1Cc1ccc(C)cc1 | -7%
CC1(C)CC(=O)C2=C(C1)OC(N)=C(C#N)C21C(=O)N(Cc2ccccc2Cl)c2ccccc21 (stereo unspecified) | -4%
CCC(=O)N/C(=N/c1nc(C)cc(C)n1)Nc1ccc(OC)cc1 | -2%
O=C1Nc2cc(Cl)c(Cl)cc2N(O)N1c1cccc(Cl)c1 | 17%
CSC1=NC2(CC(c3ccccc3)Oc3cc(O)ccc32)CC(C)(C)N1 (stereo unspecified) | 4%
Cc1ccc(C)c(N2CCN(C(=O)C3CCCCN3S(=O)(=O)c3ccc(F)cc3)CC2)c1 (stereo unspecified) | -9%
Cc1[nH]nc(SCC(=O)N2CCC(C)CC2)c1[N+](=O)[O-] | 1%
Cc1ccc(S(=O)(=O)N2C(=O)CCC2C(=O)Nn2cnnc2)cc1 (stereo unspecified) | -2%
COC(=O)CCC(=O)N1CCOCCOCCN(C(=O)CCC(=O)OC)CCOCCOCC1 | -6%
CSc1nc(-c2ccc(Cl)cc2)nn1C(=O)c1ccco1 | -10%
Cc1ccccc1-c1nc(-c2ccc(NC(=O)c3ccc(Br)o3)cc2)no1 | -15%
COc1ccc(C(c2nnnn2CS(=O)(=O)c2ccc(C)cc2)N2CCN(c3ncccn3)CC2)cc1 (stereo unspecified) | -9%
CC(=O)Nc1ccc(NS(=O)(=O)c2cccc3ccccc23)cc1 | 4%
O=C(N/N=C1\CCCc2ccccc21)c1ccc([N+](=O)[O-])cc1Cl | -1%
CC(C)C(=O)Nc1ncc2c(n1)CC(c1cccs1)CC2=O (stereo unspecified) | -4%
COc1cc(O)c(C(C)=O)cc1OC | -7%
COc1ccccc1NC(=O)CCCC(=O)OCC(F)(F)C(F)F | -9%
CCOC(=O)CSc1nc(-c2ccccc2)nc2c1oc1ccccc12 | -19%
COc1ccccc1C(=O)Nc1ccc(N2CCCCC2)cc1 | 1%
Cc1ccc(C2CC2C(=O)NNC(=S)Nc2ccc(Cl)cc2)cc1 (stereo unspecified) | -4%
CNC(=O)COC(=O)c1[nH]c(C)c(C(C)=O)c1C | -1%
CC1CCCC(n2c(=S)[nH]c3ccccc3c2=O)C1C (stereo unspecified) | -14%
COc1ccc(C2C(C(C)=O)=C(Nc3ccccc3)CC(C)(O)C2C(C)=O)cc1OC (stereo unspecified) | -1%
O=C(Nc1ccc2c(c1)C(=O)N(CC1CCCO1)C2=O)c1cccc(Br)c1 (stereo unspecified) | -28%
c1ccc2cc(OCc3nc4ccccc4[nH]3)ccc2c1 | -12%
COc1ccc(NC2=NCC(=O)N2c2ccccc2F)cc1 | 6%
CC1(C)Cc2nc3nc(SCC(=O)NCCc4ccccc4)n(-c4ccccc4)c(=O)c3cc2CO1 | 2%
Cc1cc(=O)oc2ccc(OCC(=O)O)cc12 | 6%
Cc1cc2c(n1-c1ccc(Br)cc1)CC(C)(C)CC2=O | -21%
COc1ccc(NC(=O)CSc2nnc(Cn3cnc4ccccc43)n2C)cc1 | 4%
COC(=O)c1ccc(C(NC(=O)OCc2ccccc2)/C(C)=C/[C@@H](C)C(=O)NCc2ccc(OC)c(OC)c2)cc1 (stereo partly specified) | -13%
O=C(Nc1ccccc1Cl)c1ccccc1Cl | 7%
O=C(NC1CCCCC1)c1ccc(CN2CCOCC2)cc1 | 4%
CCCN(Cc1ccc(N(CC)CC)cc1)CC1CC1 | 15%
COc1ccc(CCNC(=O)CSc2nc3ccccc3o2)cc1OC | 8%
CCC(C)NS(=O)(=O)c1ccc(S(=O)(=O)N2CCCC3(CCCCC3)C2)cc1 (stereo unspecified) | 2%
CCCC[C@@H]1C[C@H]1C(NC(=O)c1ccccc1)c1ccccc1C(F)(F)F (stereo partly specified) | 0%
COc1cccc(NCc2cc3c(C(C)(C)C)nn(-c4ccccc4)c3[nH]c2=O)c1 | 11%
CCCCN1C(=O)NC(NS(=O)(=O)c2ccc(N)cc2)(C(F)(F)F)C1=O (stereo unspecified) | -8%
CCNS(=O)(=O)c1ccc(Br)c(OC)c1 | -6%
O=C(O)CCCN=C1CCCc2ccccc2N1 | 16%
COc1cccc(/C=N/n2c(=S)n(C)c3cc(C)c(C)cc32)c1OC | -7%
CCN(C(=O)c1c(C)cc(=O)oc1C)c1ccc2c(c1)OCO2 | -8%
O=C(Nc1ccccc1)N1CCN(c2cccc(C(F)(F)F)c2)CC1 | 0%
Cc1csc(N(C(=O)c2ccc(S(=O)(=O)N(C)C)cc2)c2ccccc2)n1 | -1%
CC(=O)C1=C(C)NC(=O)NC1c1cc(Br)ccc1OCC#N (stereo unspecified) | 2%
CC(=O)Nc1ccc(NC(=O)CSc2nnc(-c3ccccc3)n2Cc2ccc3c(c2)OCO3)cc1 | 12%
O=C(ONc1ccc(N=NC(=O)c2ccccc2O)cc1)c1ccccc1 | -22%
CC(C)COC(=S)Nc1ccccc1 | 0%
COc1cc(NC(=O)c2ccc(Cl)cc2)c(OC)cc1Cl | 3%
Cn1c(=O)c2c(nc(SCC(=O)NC34CC5CC(CC(C5)C3)C4)n2C)n(C)c1=O | -3%
NC(=O)c1c(NC(=O)c2ccccc2)sc2c1CCc1ccccc1-2 | -7%
CN(C)c1ccc(/C=N/N2C(=N)N(c3ccccc3)C(=S)C2=Nc2ccccc2)cc1 | 6%
CN(C)C(=S)NCc1ccccc1 | -4%
Cc1cc(N2CC(C(=O)NCc3cccs3)CC2=O)ccc1C(C)C (stereo unspecified) | 5%
Cc1ccc(-c2nc3ncccn3c2NC2CCCCC2)o1 | 0%

Remaining list, next part.
SMILES | HT1080 viability
COc1ccc(OC)c(NC(=O)CNC(=O)Cn2c(C)cc3ccccc3c2=O)c1 | 2%
N#CCCn1c(SCC(=O)NCc2ccco2)nc2ccccc21 | -7%
CC(C)(C)c1cc(CN2CCCCC2)cc(C(C)(C)C)c1O | -6%
CCOC(=O)C1=C(C)N(C)C(C)=C(C(=O)OCC)C1c1ccccc1 | 4%
CCOc1cc(C2NC(=O)NC(c3ccccc3)=C2C(C)=O)ccc1OCC(N)=O (stereo unspecified) | -6%
Cc1ccc(-c2noc(CCC(=O)NCc3ccco3)n2)cc1 | 64%*
Nc1ccccc1-c1nnn(CC(=O)N2CCCc3ccccc32)n1 | -9%
COc1ccc(-c2nnc(SCc3c(C)noc3C)n2N)cc1OC | 16%
O=C1CC(c2ccco2)CC(O)=C1C=Nc1cc(Cl)cc(Cl)c1 (stereo unspecified) | 3%
Cc1nn(-c2cc(N3CCCCCC3)ccc2[N+](=O)[O-])c(=O)c2ccccc12 | -16%
CCOc1cccc(=O)c2c(C)oc(C)c12 | -10%
CCn1c(CNc2ccc(C(=O)O)cc2)nc2ccccc21 | -21%
CCOc1cccc(N2C(=O)CC(N3CCN(c4nc5ccccc5s4)CC3)C2=O)c1 (stereo unspecified) | -8%
Cc1[nH]n(-c2cccc(Cl)c2)c(=O)c1/C=N/n1c(C)nc2ccccc2c1=O | 1%
c1ccn(-c2ccc(N3CCOCC3)cc2)c1 | 4%
CN(C)c1nc(N)nc(CSc2nnnn2-c2ccc(F)cc2)n1 | -7%
C=CCC(NCc1ccco1)c1ccc(OC)c(OC)c1 (stereo unspecified) | 4%
CNC(=O)C1CC(=O)N(CCCc2ccccc2)C(=Nc2ccccc2)S1 (stereo unspecified) | 4%
Cc1nc2ccccn2c1C(=O)N/N=C/c1cc(C)n(-c2ccc(Br)cc2)c1C | 3%
CCN1C(=O)N/C(=C/c2ccc(Sc3ccc(C)cc3)o2)C1=O | -6%
O=C(Nc1ccc(Cl)cc1)C1CCN(C(=O)NC2CCCCC2)CC1 | -12%
CC1(C(=O)Nc2nnc(SCc3ccccc3)s2)Cc2ccccc2C(=O)O1 (stereo unspecified) | 5%
Cc1sc2nc(C3CC3)nc(NCCNS(=O)(=O)c3ccccc3)c2c1C | -8%
CCN(CC)S(=O)(=O)c1cccc(-c2nnc(SCC(=O)NC3CCCC3)n2N)c1 | -9%
Brc1ccc(-c2nnc(-c3cccc(Br)c3)o2)cc1 | -2%
Cc1ccc2c(n1)CC(C)(C)C/C2=N\O | -7%
O=C(O)CCCCCNC(=O)Nc1ccc2c(c1)OCCO2 | -19%
COc1ccc(-n2c(=S)[nH]c3cc(C(=O)NCc4ccco4)ccc3c2=O)c(OC)c1 | 2%
O=C(O)c1cccnc1SC1CC(=O)N(CCc2ccccc2)C1=O (stereo unspecified) | -8%
CCCc1cc(=O)[nH]c(SCC(=O)c2cc(C)n(C3CC3)c2C)n1 | -7%
COC(=O)c1ccc(OCCOc2ccc(C(=O)OC)cc2)cc1 | 0%
CC1CCN(C(=O)C2CCN(CC(C)c3ccccc3)CC2)CC1 (stereo unspecified) | -13%
CN1CCN(C(=O)c2cn(-c3ccccc3)nc2-c2cccnc2)CC1 | 12%
CCC(C)C(NC=C1C(=O)OC(C)(C)OC1=O)C(=O)O (stereo unspecified) | -3%
Cn1c(CNC(=O)c2ccco2)nnc1SCC(=O)Nc1cccc(Br)c1 | -3%
COc1ccc(CNC(=S)Nc2cc(C)cc(C)c2)cc1 | -4%

Some of these compounds in order of formula weight, lowest first.
SMILES | HT1080 viability
Cc1ccc2c(n1)CC(C)(C)C/C2=N\O | -7%
c1ccn(-c2ccc(N3CCOCC3)cc2)c1 | 4%
CCC(C)C(NC=C1C(=O)OC(C)(C)OC1=O)C(=O)O (stereo unspecified) | -3%
C=CCC(NCc1ccco1)c1ccc(OC)c(OC)c1 (stereo unspecified) | 4%
COc1ccc(CNC(=S)Nc2cc(C)cc(C)c2)cc1 | -4%
O=C(O)CCCCCNC(=O)Nc1ccc2c(c1)OCCO2 | -19%
CCN1C(=O)N/C(=C/c2ccc(Sc3ccc(C)cc3)o2)C1=O | -6%
CC1CCN(C(=O)C2CCN(CC(C)c3ccccc3)CC2)CC1 (stereo unspecified) | -13%
COC(=O)c1ccc(OCCOc2ccc(C(=O)OC)cc2)cc1 | 0%
CCCc1cc(=O)[nH]c(SCC(=O)c2cc(C)n(C3CC3)c2C)n1 | -7%
CN1CCN(C(=O)c2cn(-c3ccccc3)nc2-c2cccnc2)CC1 | 12%
O=C(O)c1cccnc1SC1CC(=O)N(CCc2ccccc2)C1=O (stereo unspecified) | -8%
O=C(Nc1ccc(Cl)cc1)C1CCN(C(=O)NC2CCCCC2)CC1 | -12%
Brc1ccc(-c2nnc(-c3cccc(Br)c3)o2)cc1 | -2%
CNC(=O)C1CC(=O)N(CCCc2ccccc2)C(=Nc2ccccc2)S1 (stereo unspecified) | 4%
Cc1[nH]n(-c2cccc(Cl)c2)c(=O)c1/C=N/n1c(C)nc2ccccc2c1=O | 1%
Cc1sc2nc(C3CC3)nc(NCCNS(=O)(=O)c3ccccc3)c2c1C | -8%
CC1(C(=O)Nc2nnc(SCc3ccccc3)s2)Cc2ccccc2C(=O)O1 (stereo unspecified) | 5%
CCOc1cccc(N2C(=O)CC(N3CCN(c4nc5ccccc5s4)CC3)C2=O)c1 (stereo unspecified) | -8%
Cc1nc2ccccn2c1C(=O)N/N=C/c1cc(C)n(-c2ccc(Br)cc2)c1C | 3%
CCN(CC)S(=O)(=O)c1cccc(-c2nnc(SCC(=O)NC3CCCC3)n2N)c1 | -9%

More entries follow.
SMILES | HT1080 viability
O=C(O)CCNS(=O)(=O)c1ccc2ccccc2c1 | -11%
CCOC(=O)c1c(C)[nH]c(C(=O)OCC(=O)N(C)C2CCS(=O)(=O)C2)c1C (stereo unspecified) | 9%
CC(C)OC(=O)CSc1nc(-c2ccc(F)cc2)cc(C(F)(F)F)n1 | -10%
CC(C)NS(=O)(=O)c1ccc(OCC(=O)NCCC2=CCCCC2)cc1 | 2%
CC(=O)N1CC=CC1(C)C(=O)O (stereo unspecified) | -21%
Cc1cc(F)ccc1S(=O)(=O)Nc1ccccc1C(=O)Nc1ccccc1N1CCOCC1 | 0%
CN(C)CCN1C(=O)C(O)=C(C(=O)c2cc3ccccc3o2)C1c1cccc(Br)c1 (stereo unspecified) | -2%
O=C(c1ccc(Br)cc1)N1CCCC1 | -8%
COC(=O)CC(NC(=O)c1ccc(C)cc1)c1ccc2c(c1)OCO2 (stereo unspecified) | 3%
C=CCNC(=S)N1CCN(CCN=CC2=C(O)CC(c3cccs3)CC2=O)CC1 (stereo unspecified) | -8%
COc1ccc(-c2occ(C(=O)O)c2C(=O)O)cc1 | -7%
O=C(O/N=C/C1=C(Cl)c2ccccc2CC1)c1ccc(F)cc1 | -17%
CC(C)CC(NC(=O)C(NC(=O)OC(C)(C)C)C(C)C)C(=O)NC(CCC(=O)OCc1ccccc1)C(N)=O (stereo unspecified) | 3%
CCC(C)(C)NC(=O)C(c1ccco1)N(C(=O)CNC(=O)c1cccs1)c1cccnc1 (stereo unspecified) | -6%
COC(=O)c1oc2ccc(Cl)cc2c1-n1cccc1 | -3%
COc1ccc(C2CC(c3ccccc3)n3nnnc3N2)cc1 (stereo unspecified) | 13%
CCCCOc1c(Br)cc(/C=N/O)cc1OCC | 11%
COc1ccc(/C(N)=N/OC(=O)c2ccc(C)c([N+](=O)[O-])c2)cc1 | 7%
COc1cc(S(=O)(=O)Nc2ccccc2)ccc1NC=O | 6%
C=C1c2ccccc2NC(=O)N1c1ccc(C)cc1 | -8%
Cc1cc(NC(=O)CSc2nc3ccccc3n2CC(=O)N2CCC(C)CC2)no1 | 12%
COc1cc(CN2CCC(C(=O)N3CCCC(C)C3)CC2)cc(OC)c1O (stereo unspecified) | 18%
CNS(=O)(=O)c1ccc(OC)c(-c2nnc3c4ccccc4c(C)nn23)c1 | 27%
COc1ccc(-c2nn(-c3ccccc3)cc2C(=O)n2nnc3ccccc32)cc1 | 12%
CCOc1ccc(CCn2c(-c3ccco3)nc3ccccc3c2=O)cc1OCC | -4%
O=C(NCC(=O)N(Cc1cccs1)C(C(=O)NC1CCCCC1)c1ccco1)c1cccs1 (stereo unspecified) | -14%
COc1ccc(CN2C(=O)c3cccnc3C2O)cc1 (stereo unspecified) | -5%
CCC(C)Nc1c2c(nc3c(-c4ccccc4)c(C)nn13)CCC2 (stereo unspecified) | 1%
